# GIRK2 activator = activators of NPY4-receptor-primed GIRK2 channels, summary, cell-based, HEK293, thallium flux; G protein-activated inward rectifier potassium channel 2 (Homo sapiens), P48051; HEK293 GIRK2/NPY4 cells, thallium flux fluorescence; activation (% efficacy), % for hits at 37.5 µM; 34,000 tested, under 10 active; AID 1259324, 2017;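 active = primary screen hit, no activity in plain HEK293 cells, and in GIRK2-only cells above 5% efficacy rising with concentration; inactive = the rest, including fluorescent compounds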;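 note: efficacy is normalized control-subtracted fluorescence 15 s after thallium addition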
# Target sequence (P48051 whole entry, looked up): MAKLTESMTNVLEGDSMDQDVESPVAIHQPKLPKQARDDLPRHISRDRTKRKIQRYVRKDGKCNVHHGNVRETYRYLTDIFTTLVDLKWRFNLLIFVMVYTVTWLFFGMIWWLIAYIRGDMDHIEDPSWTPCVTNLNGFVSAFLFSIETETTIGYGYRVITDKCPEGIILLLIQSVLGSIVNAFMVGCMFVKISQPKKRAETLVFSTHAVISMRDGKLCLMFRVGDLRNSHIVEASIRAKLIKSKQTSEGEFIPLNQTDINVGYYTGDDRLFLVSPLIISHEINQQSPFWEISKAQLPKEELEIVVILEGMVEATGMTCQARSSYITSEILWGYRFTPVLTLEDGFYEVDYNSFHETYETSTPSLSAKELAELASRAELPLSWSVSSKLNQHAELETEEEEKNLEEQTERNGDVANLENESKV
# Calls only; i = inactive. This is a subset (hit frequency here may not be typical).
SMILES,GIRK2 activator
Cc1cc(C(=O)N2CCN(CC(=O)c3cccs3)CC2)no1,i
Cn1nc(C2CCN(C(=O)Nc3cccc(C(F)(F)F)c3)CC2)n(-c2ccccc2)c1=O,i
COc1cccc(N2C(=O)C(Cc3cc(Cl)ccc3Cl)S/C2=C(/C#N)C(N)=O)c1 (stereo not drawn),i
CCOc1ccc(C(=O)N2CCN(c3cc(-n4ccnc4C)ncn3)CC2)cc1OCC,i
CN(Cc1nc2ccccc2n1Cc1ccc(C(C)(C)C)cc1)C(=O)c1ccco1,i
CCn1c(=NC(=O)c2cc(C)no2)sc2cc(OC)c(OC)cc21,i
COC(=O)Nc1nc(CC(=O)NCCCc2ccccc2)cs1,i
Cc1c(C(=O)Nc2ccc(S(N)(=O)=O)cc2)nnn1-c1ccccc1,i
CC(C)(CO)NC(=O)Cc1ccc(NC(=O)C2(c3ccc(F)cc3)CC2)cc1,i
O=C(Nc1nc(CCC(=O)N2CCc3ccccc32)cs1)c1ccco1,i
Cc1cc(C)n(CCC(=O)O)c(=O)n1,i
CCOCC(=O)NCCNC(=O)c1ccc(NC(C)=O)cc1,i
Cc1nc2ccc(Cl)cn2c(=O)c1NC(=O)NCc1ccccc1,i
CCOC(=O)N1CCN(C(=O)c2ccc3c(=O)n(CCOC)c(=S)[nH]c3c2)CC1,i
O=C(NC1CCCC(O)C1)C12CC3CC(CC(C3)C1)C2 (stereo not drawn),i
COc1ccccc1OCCn1c(=O)oc2ccccc21,i
COc1cccc(C(=O)Nc2c3c(nn2CC(=O)NCC2CCCO2)CSC3)c1OC (stereo not drawn),i
O=C(NCCn1ncc2c(N3CCCCCC3)ncnc21)C1CCCC1,i
COc1ccc(OC)c(S(=O)(=O)Nc2ccc(-c3cn4nc(OC)ccc4n3)cc2)c1,i
Cc1ccnc(Nc2ccc(N3CCN(C(=O)c4ncccn4)CC3)nn2)c1,i
O=C(Nc1ccccc1C(F)(F)F)N1CCC2(CC1)NC(=O)N(Cc1ccccc1)C2=O,i
Cc1nnc(C2CCN(CC(=O)Nc3ccc(C(F)(F)F)cc3)CC2)s1,i
Cc1c(Cl)cccc1NC(=O)CN1C(=O)c2ccccc2S1(=O)=O,i
COC(=O)CN1N=C(C(C)(C)C)Cn2c1nc1c2c(=O)n(C)c(=O)n1C,i
CNC(=O)C1Cc2ccccc2N1C(=O)CCC1CCCC1 (stereo not drawn),i
O=C(Cn1c(=O)[nH]c2ccccc2c1=O)NCCn1nc(-c2ccco2)ccc1=O,i
O=C(CCCS(=O)(=O)c1ccccc1)Nc1nnc(-c2ccc(Br)s2)o1,i
CCCNC(=O)CSc1ccnc2c1c(=O)n(C)c(=O)n2C,i
CCCNc1nc2c(c(=O)n(C)c(=O)n2C)n1CC(O)c1ccccc1 (stereo not drawn),i
CCSc1ccc(C(=O)Nc2nnc(-c3cccs3)o2)cc1,i
CCOC(=O)c1ccc(S(=O)(=O)NCCn2nc(-c3cccnc3)ccc2=O)cc1,i
Cc1nnc(-c2ccc(OCC(=O)N3CCc4ccccc43)cc2)o1,i
COC(=O)c1ccc(C(=O)NCC(c2ccsc2)N(C)C)cc1 (stereo not drawn),i
CCc1cccc(CC)c1NC(=O)c1ccc([N+](=O)[O-])cc1Cl,i
CCc1ccccc1NC(=O)CCCn1nc(-c2ccco2)ccc1=O,i
CN1CCN(C=NC2=NN(c3cccc(C(F)(F)F)c3)CC2)CC1,i
Cc1ccc(OCC(O)CN2CCN(Cc3ccccc3)CC2)cc1C (stereo not drawn),i
CNC(=O)CN1CCN(c2nccn2-c2cccc(Cl)c2)CC1,i
Cc1ccc(NC(=O)C(=O)Nc2ccc3c(c2)OCO3)cc1N1CCCC1=O,i
COc1cc(OC)cc(C(=O)NCCN2CCOC(c3ccccc3)C2)c1 (stereo not drawn),i
Cc1ccc(C(O)C(C)(C)C(=O)O)cc1 (stereo not drawn),i
COC(=O)c1ccccc1S(=O)(=O)N1CCN(Cc2nnnn2-c2ccccc2)CC1,i
O=C(Nc1ccc(N2CCCC2=O)cc1)c1ccc2c(c1)OCO2,i
COCC(=O)Nc1ccc(-c2nnc(N(C)c3ccc(OC)cc3)s2)cc1,i
Cc1ccc2nc(-c3ccc(NC(=O)Cc4cc(-c5ccco5)on4)cc3)sc2c1,i
CC(C)NC(=O)NC1CC(=O)N(C)C1 (stereo not drawn),i
Cc1cc(NC(=O)Cc2ccc3ccccc3c2)n(C(C)C)n1,i
CCOc1ccccc1NC(=O)CSc1ccc(NC(=O)c2ccccc2)nn1,i

# Structures above that contain fluorine (5):
SMILES,GIRK2 activator
Cn1nc(C2CCN(C(=O)Nc3cccc(C(F)(F)F)c3)CC2)n(-c2ccccc2)c1=O,i
CC(C)(CO)NC(=O)Cc1ccc(NC(=O)C2(c3ccc(F)cc3)CC2)cc1,i
O=C(Nc1ccccc1C(F)(F)F)N1CCC2(CC1)NC(=O)N(Cc1ccccc1)C2=O,i
Cc1nnc(C2CCN(CC(=O)Nc3ccc(C(F)(F)F)cc3)CC2)s1,i
CN1CCN(C=NC2=NN(c3cccc(C(F)(F)F)c3)CC2)CC1,i

# Part of the list above in order of SMILES length, high to low:
SMILES,GIRK2 activator
COCC(=O)Nc1ccc(-c2nnc(N(C)c3ccc(OC)cc3)s2)cc1,i
COc1cc(OC)cc(C(=O)NCCN2CCOC(c3ccccc3)C2)c1 (stereo not drawn),i
Cc1ccc(C(O)C(C)(C)C(=O)O)cc1 (stereo not drawn),i

# New compounds follow.
SMILES,GIRK2 activator
CCOCC(=O)N1c2ccccc2CC1C(=O)NC (stereo not drawn),i
Cc1noc(CNC(=O)CSCc2ccccc2)n1,i
O=C(CCCS(=O)(=O)c1ccccc1)NCc1ccccc1,i
O=C(c1ccc(S(=O)(=O)c2ccccc2)nc1)N1CCN(Cc2ccccc2)CC1,i
O=C(Nc1cccc([N+](=O)[O-])c1)C1CCCN(c2ccc(-n3cccn3)nn2)C1 (stereo not drawn),i
CCn1c(=O)c2c(nc(NCCc3ccccc3)n2C)n(C)c1=O,i
O=C(CSc1ccc(-c2ccco2)nn1)Nc1ccccc1Cl,i
Cc1ccc2c(=O)c(-c3nc(-c4ccccc4C)no3)cn(CC(=O)NCc3ccco3)c2n1,i
CCOc1ccc(NC(=O)N2CCC(c3cccs3)CC2)cc1,i
COc1ccc(-c2ccc(N3CCN(C(=O)C4CC4)CC3)nn2)cc1OC,i
O=C(c1ccc(Br)o1)N1CCOC(c2ccccc2)C1 (stereo not drawn),i
COc1ccc(Cl)cc1NC(=O)c1ccsc1,i
COc1ccc(OC)c(Nc2nc(CC(=O)NCc3ccccc3OC)cs2)c1,i
CC(C)CNc1nnnc2c1cnn2-c1ccccc1,i
COc1cccc(CC(=O)NCC2CCN(C(=O)c3snnc3C)CC2)c1,i
COc1ccc(OC)c(-c2nnc3ccc(OCCNC(=O)Nc4ccccc4)nn23)c1,i
O=C(O)c1ccc(-c2ccc(/C=c3\sc4ncnn4c3=O)o2)cc1,i
O=C(NCCn1nc(-c2ccc(Cl)cc2)ccc1=O)c1csc(-c2ccccc2)n1,i
O=c1ccc(-c2ccco2)nn1Cc1ccccc1F,i
O=C(COc1ccc(Cl)cc1Cl)N1CCN(c2ccc(N3CCCC3)nn2)CC1,i
Cc1ccc(-c2noc(CSc3nc4cc5c(cc4c(=O)n3Cc3ccco3)OCO5)n2)cc1,i
Cc1cc(NS(=O)(=O)c2cc(Cl)ccc2Cl)ccc1N1CCCCC1=O,i
COC(=O)c1ccc2c(=O)n(CC(=O)N3CCN(c4cc(C)ccc4C)CC3)c(=S)[nH]c2c1,i
O=C1COc2ccc(C(=O)CN3CCNCC3)cc2N1,i
O=C(Nc1nnc(Cc2cccs2)o1)c1ccc(S(=O)(=O)N2CCOCC2)cc1,i
Cc1cc(S(=O)(=O)NCC(O)(c2ccccc2)C(F)(F)F)ccc1F (stereo not drawn),i
O=C(c1cc2ccccc2oc1=O)N1CCN(c2ccc(-c3ccc(F)cc3)nn2)CC1,i
COc1cccc(C(=O)NCC(O)(c2cccs2)C2CC2)c1OC (stereo not drawn),i
O=C(/C=C\c1ccccc1)NCCS(=O)(=O)N1CCN(c2ccccn2)CC1,i
CCOc1nn(CC)cc1-c1nnc(SCC(N)=O)n1CC,i
CC1CCC(C(C)C)C(OCC(O)CN2CCN(CCO)CC2)C1 (stereo not drawn),i
CC1CCN(CC(O)COc2ccc3ccccc3c2)CC1 (stereo not drawn),i
O=C(Nc1ccc(N2CCCC2=O)cc1)C(=O)Nc1nc2ccccc2s1,i
CNc1nn(CC(=O)Nc2c(C)cc(C)cc2C)c(N)c1-c1nc(-c2cccc(Cl)c2)no1,i
Cc1ccccc1C(=O)N(CCc1cccs1)Cc1ccco1,i
O=C(CCC1CCCCC1)NCCS(=O)(=O)N1CCN(c2ncccn2)CC1,i
CCCOc1ccc(C(O)=C2C(=O)C(=O)N(CCN(CC)CC)C2c2ccccn2)cc1 (stereo not drawn),i
CN1CCN(C(CNC(=O)NCCCc2ccccc2)c2cccn2C)CC1 (stereo not drawn),i
NC(=O)c1ccc(NC(=O)Cc2csc(Nc3ccccc3)n2)cc1,i
CCOC(=O)CNC(=O)CN1CCC(COCc2ccccc2)CC1,i
CCCNC(=O)Cn1cnc(CCC)cc1=O,i
O=C(Nc1ccc(F)cc1)c1ccc(S(=O)(=O)N2CCCC2)o1,i
COc1ccc(CCNC(=O)CCn2c(=O)oc3ccc(Cl)cc32)cc1,i
CC(C)NCC(O)COCCC1CC2CCC1C2 (stereo not drawn),i
CC(=O)c1ccc(S(=O)(=O)NC2CCCC(O)C2)cc1 (stereo not drawn),i
O=C(Cc1ccc(F)cc1)Nc1cc(-c2cccs2)nn1CCO,i
COc1cccc(CNC(=O)CSc2ccc(NC(=O)c3cccs3)nn2)c1,i
COc1cc(C(=O)Nc2cccc(N3CCCC3=O)c2)cc(OC)c1OC,i
O=C(NCCCn1nc(-c2ccccc2)ccc1=O)c1ccc(Br)o1,i
Cc1cn2c3c(=O)n(Cc4ccc(Cl)cc4Cl)c(=O)n(C)c3nc2n1CCO,i
O=C(c1cnccn1)N1CCCSCC1CN1CCOCC1 (stereo not drawn),i
COc1ccccc1NC(=O)C(=O)NCC1CCN(S(=O)(=O)C2CC2)CC1,i
Cn1nc(C2CCN(C(=O)Cn3cccc3)CC2)n(C2CCCC2)c1=O,i
COC(=O)c1ccccc1NC(=O)Cc1cc(-c2ccc3c(c2)CC(C)O3)on1 (stereo not drawn),i
COC(=O)N1CCC(CNS(=O)(=O)c2ccccc2Br)CC1,i
COc1ccccc1-c1ccc(N2CCC(C(=O)Nc3ccc(C(N)=O)cc3)CC2)nn1,i
COC(=O)c1ccc(NC(=O)Cn2cc(-c3nnc(-c4ccccc4)o3)c3ccccc32)cc1,i
COc1ccc(CNC(=O)C(=O)Nc2ccc(NC(C)=O)cc2)cc1,i
COc1ccc(S(=O)(=O)CCCC(=O)Nc2sc3c(c2C#N)CCC3)cc1,i
Cn1nc(-c2ccc(NS(=O)(=O)c3ccc(Cl)s3)cc2)ccc1=O,i

# Remaining list, next part:
SMILES,GIRK2 activator
COc1ccccc1OCC(=O)NCC(O)(c1cccs1)C1CC1 (stereo not drawn),i
CSCCC(C)(O)CNS(=O)(=O)c1ccc(Cl)s1 (stereo not drawn),i
COc1ccc2nc(N3CCN(C(=O)c4ccno4)CC3)sc2c1,i
CCOc1ccccc1C(=O)NCC1CCN(Cc2ccco2)CC1,i
COc1ccc(OC)c(-c2ccc(=O)n(CCN3CCCCC3)n2)c1,i
CC(C)c1cc(=O)n(CC(=O)NC2CCCCC2)cn1,i
CC1CCc2cc(F)ccc2N1C(=O)C1(c2cc(-c3cccs3)on2)CC1 (stereo not drawn),i
CCCC(=O)Nc1ccc(S(=O)(=O)N2CCN(c3ccc4nncn4n3)CC2)cc1,i
CNC(=O)/C(C#N)=C1\SC(Cc2ccc(C)c(Cl)c2)C(=O)N1c1cccc(OC)c1 (stereo not drawn),i
O=C1OC2CC1N(C(=O)C1CC=CCC1)C2 (stereo not drawn),i
Cn1nc(-c2ccc(NC(=O)c3ccco3)cc2)ccc1=O,i
Cc1ccc(Cl)cc1NC(=O)CC(C)n1nc(C)c(Cl)c1C (stereo not drawn),i

# Quoted at random: four compounds from above.
SMILES,GIRK2 activator
Cc1ccc(Cl)cc1NC(=O)CC(C)n1nc(C)c(Cl)c1C (stereo not drawn),i
CC1CCc2cc(F)ccc2N1C(=O)C1(c2cc(-c3cccs3)on2)CC1 (stereo not drawn),i
O=C1OC2CC1N(C(=O)C1CC=CCC1)C2 (stereo not drawn),i
CCCC(=O)Nc1ccc(S(=O)(=O)N2CCN(c3ccc4nncn4n3)CC2)cc1,i

# Next part:
SMILES,GIRK2 activator
CCOc1ccc(S(=O)(=O)NCCC(O)c2ccco2)cc1C (stereo not drawn),i
Cc1nc2ccccn2c(=O)c1NC(=O)Nc1ccccc1Cl,i
Cc1nn(-c2ccc(F)cc2)c2ncc(C(=O)NCCc3ccccc3)c(Cl)c12,i
COc1cc(C(=O)Nc2nnc(-c3cc(C)nn3C)o2)cc(OC)c1OC,i
O=C(CSc1nnc(-c2ccncc2)o1)Nc1ccc(OC(F)(F)F)cc1,i
COc1ccc(/C=C2\Oc3c(ccc4c3CN(C3CC3)CO4)C2=O)cc1,i
Cc1ccc(C(CNC(=O)Cc2cccc3ccccc23)N(C)C)cc1 (stereo not drawn),i
Cc1cccc(OCC(O)CN2CCN(Cc3ccc4c(c3)OCO4)CC2)c1 (stereo not drawn),i
Cc1cccc(NC(=O)CSc2ccc(NC(=O)c3cccs3)nn2)c1C,i
Cc1ccc(Oc2ccc(N(C)C(=O)CC(C)C)cc2)nn1,i
COc1ccccc1-c1nnc2ccc(OCCNS(=O)(=O)c3ccccc3)nn12,i
Fc1ccc(-n2nnnc2CCl)cc1,i
COc1cc(COCC2CCN(C(=O)c3cccc(Br)c3)CC2)cc(OC)c1,i
